Bioassay records (PubChem)
Pf apPOL inh – Pf-apPOL DNA polymerase inhibition; inhibition, % at 10 µM; 210,000 tested, 0.25% active; Recombinant Pf-apPOL, molecular beacon fluorescence, 1.5 h; AID 1794808
mHTT-CaM PPI inh – mHTT-calmodulin interaction abrogation | AlphaScreen His-mHTT/GST-CaM binding, luminescence | inhibition, % at 15 µM | 190,000 tested, 3.6% active | AID 1671202;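 also: 0% = both proteins with DMSO and 100% = one protein alone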
Target sequence (P42858 whole entry, looked up, stated change not applied): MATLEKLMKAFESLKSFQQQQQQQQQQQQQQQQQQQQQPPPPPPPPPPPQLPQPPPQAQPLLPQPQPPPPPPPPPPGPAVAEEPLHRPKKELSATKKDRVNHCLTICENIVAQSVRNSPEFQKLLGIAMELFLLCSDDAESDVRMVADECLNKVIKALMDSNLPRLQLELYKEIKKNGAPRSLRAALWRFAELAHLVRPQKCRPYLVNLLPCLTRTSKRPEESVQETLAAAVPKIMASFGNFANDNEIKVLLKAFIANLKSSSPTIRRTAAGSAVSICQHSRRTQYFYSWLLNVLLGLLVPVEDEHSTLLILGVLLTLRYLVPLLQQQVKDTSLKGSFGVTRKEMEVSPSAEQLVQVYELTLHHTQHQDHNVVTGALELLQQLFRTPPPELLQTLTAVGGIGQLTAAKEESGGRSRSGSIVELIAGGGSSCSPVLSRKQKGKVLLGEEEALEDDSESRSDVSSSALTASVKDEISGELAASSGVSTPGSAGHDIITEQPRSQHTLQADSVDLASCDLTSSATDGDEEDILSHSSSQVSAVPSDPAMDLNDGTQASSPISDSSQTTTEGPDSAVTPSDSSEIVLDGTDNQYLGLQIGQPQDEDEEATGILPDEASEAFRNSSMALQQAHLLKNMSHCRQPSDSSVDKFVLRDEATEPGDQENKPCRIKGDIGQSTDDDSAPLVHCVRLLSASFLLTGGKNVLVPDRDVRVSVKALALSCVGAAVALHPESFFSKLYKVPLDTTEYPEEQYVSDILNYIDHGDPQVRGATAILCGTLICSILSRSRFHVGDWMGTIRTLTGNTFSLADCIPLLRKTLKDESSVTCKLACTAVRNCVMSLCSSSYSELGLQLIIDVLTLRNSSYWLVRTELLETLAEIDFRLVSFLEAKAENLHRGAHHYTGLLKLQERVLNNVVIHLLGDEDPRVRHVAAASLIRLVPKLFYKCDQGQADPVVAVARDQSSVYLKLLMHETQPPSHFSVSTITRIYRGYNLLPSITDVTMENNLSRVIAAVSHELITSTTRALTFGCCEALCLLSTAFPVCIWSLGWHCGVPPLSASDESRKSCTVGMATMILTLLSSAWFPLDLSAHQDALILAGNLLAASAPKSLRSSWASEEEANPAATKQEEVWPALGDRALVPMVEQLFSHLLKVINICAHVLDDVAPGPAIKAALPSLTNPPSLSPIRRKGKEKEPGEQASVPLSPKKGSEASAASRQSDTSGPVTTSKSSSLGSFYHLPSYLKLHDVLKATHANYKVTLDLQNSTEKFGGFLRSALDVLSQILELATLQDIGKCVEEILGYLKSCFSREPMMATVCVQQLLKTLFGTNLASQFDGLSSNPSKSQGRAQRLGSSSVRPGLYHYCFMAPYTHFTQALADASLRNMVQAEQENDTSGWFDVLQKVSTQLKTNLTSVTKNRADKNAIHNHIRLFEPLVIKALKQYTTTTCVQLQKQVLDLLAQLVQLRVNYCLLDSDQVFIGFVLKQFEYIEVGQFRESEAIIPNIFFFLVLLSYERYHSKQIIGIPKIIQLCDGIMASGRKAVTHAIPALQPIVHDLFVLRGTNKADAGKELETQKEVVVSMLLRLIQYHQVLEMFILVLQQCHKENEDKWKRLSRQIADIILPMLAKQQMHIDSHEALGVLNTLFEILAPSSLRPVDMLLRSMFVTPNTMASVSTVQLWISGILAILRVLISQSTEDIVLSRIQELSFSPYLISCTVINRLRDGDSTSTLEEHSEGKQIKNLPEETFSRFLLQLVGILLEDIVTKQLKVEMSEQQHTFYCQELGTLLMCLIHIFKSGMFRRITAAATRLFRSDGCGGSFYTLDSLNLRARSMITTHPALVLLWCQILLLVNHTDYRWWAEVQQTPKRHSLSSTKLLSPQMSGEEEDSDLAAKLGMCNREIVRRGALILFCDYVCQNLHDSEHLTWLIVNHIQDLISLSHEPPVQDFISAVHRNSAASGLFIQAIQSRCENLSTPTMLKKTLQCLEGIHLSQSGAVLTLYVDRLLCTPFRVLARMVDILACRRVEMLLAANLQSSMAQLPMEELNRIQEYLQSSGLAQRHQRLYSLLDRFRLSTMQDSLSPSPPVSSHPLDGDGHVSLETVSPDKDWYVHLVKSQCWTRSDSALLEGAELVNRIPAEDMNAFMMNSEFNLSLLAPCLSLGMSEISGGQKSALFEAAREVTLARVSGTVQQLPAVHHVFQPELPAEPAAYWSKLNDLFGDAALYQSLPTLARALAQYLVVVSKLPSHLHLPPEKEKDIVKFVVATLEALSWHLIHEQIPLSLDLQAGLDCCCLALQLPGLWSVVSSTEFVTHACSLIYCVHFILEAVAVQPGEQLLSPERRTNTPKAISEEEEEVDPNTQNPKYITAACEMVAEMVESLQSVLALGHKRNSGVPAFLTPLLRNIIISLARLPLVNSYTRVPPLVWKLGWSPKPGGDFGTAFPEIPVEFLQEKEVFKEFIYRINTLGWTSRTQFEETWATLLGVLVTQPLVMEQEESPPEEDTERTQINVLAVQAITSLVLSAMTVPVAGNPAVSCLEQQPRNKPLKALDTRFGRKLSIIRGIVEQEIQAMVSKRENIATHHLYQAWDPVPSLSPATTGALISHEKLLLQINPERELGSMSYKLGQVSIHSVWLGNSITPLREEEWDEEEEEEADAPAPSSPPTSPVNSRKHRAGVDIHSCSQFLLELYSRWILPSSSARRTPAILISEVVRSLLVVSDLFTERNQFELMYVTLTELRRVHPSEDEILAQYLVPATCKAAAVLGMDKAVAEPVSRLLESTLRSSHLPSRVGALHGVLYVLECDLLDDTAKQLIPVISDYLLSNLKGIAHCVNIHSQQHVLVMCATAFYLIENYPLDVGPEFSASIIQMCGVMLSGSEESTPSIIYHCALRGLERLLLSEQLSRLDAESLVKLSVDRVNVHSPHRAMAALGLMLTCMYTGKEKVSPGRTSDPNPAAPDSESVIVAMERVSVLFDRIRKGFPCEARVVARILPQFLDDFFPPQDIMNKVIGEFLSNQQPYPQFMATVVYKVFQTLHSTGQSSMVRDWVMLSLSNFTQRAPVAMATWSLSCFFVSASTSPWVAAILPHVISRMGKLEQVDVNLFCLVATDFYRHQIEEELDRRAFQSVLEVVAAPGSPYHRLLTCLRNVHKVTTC
Starred values were filed as active, the others as inactive; / = no result given; & = joins results of further samples. Rule as the data show it: active = inhibition above about 50%; inactive = the rest.

SMILES	Pf apPOL inh	mHTT-CaM PPI inh
CCCNS(=O)(=O)c1ccc(F)c(C(=O)Nc2c(C)cc(C)cc2C)c1	-19	-1
CCc1c(C2CCN(C(=O)c3sccc3C)CC2)noc1N	-2	-5
CCN(CC)C1CCN(c2c3c(nc4ncnn24)CCC3)CC1	-11	-1
O=C(Cn1cc2c(n1)CCCCCC2)NCCc1ccc(Cl)cc1	-1	2
CCOC(=O)N1CCC(N2CC34C=CC(O3)C(C(=O)O)C4C2=O)CC1 (stereo not drawn)	-2	-5
CCCC(=O)Nc1ccc(NC(=O)c2ccc([N+](=O)[O-])cc2)cc1	-8	5
COc1ccc(C)cc1S(=O)(=O)n1nc(C)cc1C	-3	-21
Cc1ccc(NC(=O)C2=C(O)CCn3c2nc2ccccc23)c([N+](=O)[O-])c1	-2	1
COc1ccc(OC)c(NC(=O)C(=O)NCc2ccccc2)c1	-4	6
CC(=O)c1ccc(NC(=O)CC(NCCC2=CCCCC2)C(=O)O)cc1 (stereo not drawn)	-10	5
Cc1ccccc1OCCSc1nc2ccccc2[nH]1	-2	-14
O=C1CSC(=Nc2ccc(F)cc2F)N1Cc1cccnc1	-6	/
CC(CC(=O)NCCc1ccc(S(N)(=O)=O)cc1)c1ccccc1 (stereo not drawn)	-7	-5
COc1ccc(CCNC(=O)C2c3ccccc3C(=O)N(C)C2c2cccs2)cc1OC (stereo not drawn)	12	7
Cc1ccc(S(=O)(=O)n2ccn(CC(=O)Nc3cccc(F)c3)c2=O)cc1	-7	14
COc1ccc(-c2nnc(CC(=O)N3CCCC3)o2)cc1	-2	-3
CCn1cc(CNC(=O)c2cc3n(n2)C(C(F)(F)F)CC(c2ccco2)N3)cn1 (stereo not drawn)	-9	0
O=C(CN1CCC2(CC1)N=C(c1ccccc1)C(=O)N2)Nc1ccccc1Cl	-2	1
COc1cc(NC(=O)Cn2nc3c(cc2=O)CCCC3)cc(OC)c1	-2	-4
O=C(OCc1ccco1)c1sc2sccc2c1Cl	6	/
CC(C)(C)c1ccc(S(=O)(=O)NCCC2CCN(C(=O)c3ccccc3)CC2)cc1	-1	43
COc1ccc(CCN2C(=O)CC(Sc3ncccc3C(=O)O)C2=O)cc1OC (stereo not drawn)	-8&-10	-4&3
O=C(NCC(O)c1cccc2ccccc12)c1cccs1 (stereo not drawn)	-7	-6
Nc1nc(-c2ccc(Cl)c([N+](=O)[O-])c2)nc2c1c(=O)oc1ccccc12	-4	9
CCN1C(=O)C(C)(C(=O)NCc2cccc(C)c2)Oc2cccnc21 (stereo not drawn)	0	-9
O=S(=O)(c1ccc(I)cc1)N1CCSC1c1ccccc1Cl (stereo not drawn)	-4	-5
CCCCNC(=O)CC(NCCCC)C(=O)O (stereo not drawn)	-5	-4
CSc1nnc2c(n1)OC(c1ccc(C(=O)O)cc1)Nc1ccc(Br)cc1-2 (stereo not drawn)	-12	4
O=c1c([N+](=O)[O-])c(N2CCN(CCO)CC2)c2ccccc2n1-c1ccccc1	-9	0
Oc1ccccc1C(Nc1ccccn1)c1ccc2cccnc2c1O (stereo not drawn)	-10	100*
CCn1ncc(Cl)c1C(=O)N1CCCC1c1c(C)noc1C (stereo not drawn)	5	-7
CC(NC(=O)C1CCN(C(=O)c2ccc(Cl)cc2)CC1)c1ccccc1 (stereo not drawn)	-11	1
COc1cccc(CNC(=O)C2(C)CCCN(S(=O)(=O)c3ccc(C(C)=O)cc3)C2)c1 (stereo not drawn)	2	5
Cc1cccc(NC2=C(NCCO)C(=O)c3ccccc3C2=O)c1	-5	74*
CNC(=O)c1ccc2c(c1)nnn2Cc1ccc(OC)cc1	0	6
O=C(Cc1ccc(Cl)cc1)Nc1ccc(S(=O)(=O)Nc2nccs2)cc1	0	20

A draw from above in order of molar mass, ascending:
SMILES	Pf apPOL inh	mHTT-CaM PPI inh
CCCCNC(=O)CC(NCCCC)C(=O)O (stereo not drawn)	-5	-4
CNC(=O)c1ccc2c(c1)nnn2Cc1ccc(OC)cc1	0	6
O=C(NCC(O)c1cccc2ccccc12)c1cccs1 (stereo not drawn)	-7	-6
Cc1cccc(NC2=C(NCCO)C(=O)c3ccccc3C2=O)c1	-5	74*
CCn1ncc(Cl)c1C(=O)N1CCCC1c1c(C)noc1C (stereo not drawn)	5	-7
CCN1C(=O)C(C)(C(=O)NCc2cccc(C)c2)Oc2cccnc21 (stereo not drawn)	0	-9
COc1cc(NC(=O)Cn2nc3c(cc2=O)CCCC3)cc(OC)c1	-2	-4
Nc1nc(-c2ccc(Cl)c([N+](=O)[O-])c2)nc2c1c(=O)oc1ccccc12	-4	9
CC(NC(=O)C1CCN(C(=O)c2ccc(Cl)cc2)CC1)c1ccccc1 (stereo not drawn)	-11	1
O=c1c([N+](=O)[O-])c(N2CCN(CCO)CC2)c2ccccc2n1-c1ccccc1	-9	0
O=C(Cc1ccc(Cl)cc1)Nc1ccc(S(=O)(=O)Nc2nccs2)cc1	0	20
COc1ccc(CCN2C(=O)CC(Sc3ncccc3C(=O)O)C2=O)cc1OC (stereo not drawn)	-8&-10	-4&3
CC(C)(C)c1ccc(S(=O)(=O)NCCC2CCN(C(=O)c3ccccc3)CC2)cc1	-1	43
COc1cccc(CNC(=O)C2(C)CCCN(S(=O)(=O)c3ccc(C(C)=O)cc3)C2)c1 (stereo not drawn)	2	5
O=S(=O)(c1ccc(I)cc1)N1CCSC1c1ccccc1Cl (stereo not drawn)	-4	-5

Additional entries:
SMILES	Pf apPOL inh	mHTT-CaM PPI inh
CCn1ccc(C(=O)N2CCN(c3nc(CN4CCC(C)CC4)cs3)CC2)n1	-5	3
O=C(Cc1ccccc1)Nc1cccc(-c2nc3ncccc3o2)c1	-9	11
COc1ccc2nc(CN3CCN(CC(=O)N4CCCC4)CC3)[nH]c2c1	-6	-6
Cc1ccc(NC(=O)CCC(=O)O)cc1F	-5	-3
CCNC(=O)c1cccc2c1CCN2S(=O)(=O)c1ccccc1F	1	-8
O=C(O)c1ccc2c(c1)C(=O)N(c1ccccn1)C2=O	0	-7
Cn1cc2c3c(cccc31)CN(C(=O)NCc1ccccc1)CC2	-6	24
COc1cc(CN2CCCCCCC2)cc(OC)c1O	-4	72*
O=C(CSC1CCCC1)NC1CCCCC1N1C(=O)CSC1=O (stereo not drawn)	-2	3
CCCCNC(=O)C1CCCN(c2cnn(Cc3ccccc3)c(=O)c2)C1 (stereo not drawn)	-1	1
CC1(C)COc2cc(NC(=O)c3ccc(F)c(F)c3)ccc2NC1=O	-5	-2
CC(c1ccccc1)n1c(S(=O)(=O)O)nc2ccccc21 (stereo not drawn)	-11&-2	6&5
COc1cc(OC)c(NC(=O)C2c3ccccc3C(=O)N3CCc4ccccc4C23)cc1Cl (stereo not drawn)	-1	46
O=C(NCCC1=CCCCC1)C1CCCN(C(=O)Cc2cccc3ccccc23)C1 (stereo not drawn)	4	1
O=C(Cc1ccccc1)Nc1ccc(Br)c(Cl)c1	-3	-9
O=C(c1cccc(OCC2CCCN(C(=O)C3CCCC3)C2)c1)N1CCCC1 (stereo not drawn)	-5	10
CCCc1[nH]nc2c1C(c1cn[nH]c1-c1ccc(F)cc1)C(C#N)=C(N)O2 (stereo not drawn)	-6	10
O=C(NCc1ccco1)N1CCN(Cc2nc3cccnc3n2-c2cccc(F)c2)CC1	4	12
c1ccc(-c2nnc3n2C2(CCCC2)Cc2ccccc2-3)cc1	3	-2
Cc1ccc(N(Cc2ccc(C(=O)NCc3ccncc3)cc2)S(C)(=O)=O)cc1C	-3	8
O=C(NCc1cccs1)c1ccccc1[N+](=O)[O-]	-3	0
COc1ccc(/C=C(/NC(=O)c2ccco2)C(=O)Nc2ccccc2)cc1	1	6
CC1CCC(Br)(C(C)C)C(=O)/C1=C/c1ccc([N+](=O)[O-])cc1 (stereo not drawn)	0	8
CCN(CC)C(=O)CSc1nc2n[nH]c(C)c2c(=N)n1-c1ccc(C)c(Cl)c1	-3	14
O=C(O)/C=C/c1cn(-c2ccccc2)nc1-c1ccc(Cl)cc1	-5	45
O=C(Nc1ccccc1)C1C2C3CCC(C3)C12 (stereo not drawn)	3	0
CC(C)C1c2cccn2CCN1C(=O)Nc1ccccc1Br (stereo not drawn)	-6	-5
Cn1cc(-c2ccncc2)cc1C(=O)NCc1ccncc1	-2	2
O=C(CCN1C(=O)c2ccccc2S1(=O)=O)NCc1ccc2c(c1)OCO2	6	2
COc1cc(/C=C2/C(=O)N(c3ccc(C(=O)O)cc3)N=C2C)ccc1O	3	13
O=S(=O)(c1ccccc1)N1CCN(c2ccccn2)CC1	-20	-2
O=C(CN1C(=O)c2ccccc2C1=O)Nc1ccc(I)cc1	0&5	-3&-2
C=CCn1c2ccccc2c2nnc(SCC(=O)Nc3nccs3)nc21	-3	13
Cc1ccc(-c2nocc2CCC(=O)NCC2CCCCC2)cc1	-5	-8
Cc1nc2ccccc2nc1N1CCN(C(=O)C(Cl)Cl)CC1	-4	32
O=C(c1cccc2c1OCCO2)N1CCN(c2ccc(Cl)cc2[N+](=O)[O-])CC1	-3	18
Cn1c(C(=O)N2CCOCC2)cc2c1CCN(Cc1ccccc1)C2	-1	1
C=CCN(CC=C)S(=O)(=O)c1ccc(C(=O)Nc2ccccc2-c2nc3ccccc3[nH]2)cc1	-1	14
COc1ccc(NC(=S)N2CCCC(c3ccccc3)=N2)cc1	-11	/
CCCNc1cc(N2CCC(CCC(=O)NCc3cccs3)CC2)ncn1	0	4
O=C(Cc1ccc2c(c1)OCO2)Nc1ccc2c(c1)C(=O)NC2=O	-5	-3
O=[N+]([O-])c1cc(C(F)(F)F)ccc1NNc1ccc(C(F)(F)F)cc1[N+](=O)[O-]	6	/
C=CCNC(=O)c1oc2ccc(S(=O)(=O)N3CC(C)CC(C)C3)cc2c1C (stereo not drawn)	-14	77*
Cc1oc(C2CCN(C(=O)Cc3cccs3)CC2)nc1C(=O)N1CCCC1	2	3
Cc1ccc(C)c(-c2cc3c(N4CCC(C(=O)NCc5ccccn5)CC4)nccn3n2)c1	0	6
C=CCN(CC=C)S(=O)(=O)c1ccc(C(=O)Nc2nnc(-c3ccc(F)cc3)o2)cc1	-22	6
O=C(Cc1ccc(Cl)cc1)Nc1ccc2c(c1)CCC(=O)N2Cc1ccccc1	-16	-1
Cc1ccc(NC(=O)CN2C(=O)C(c3ccccc3)=NC23CCC(C)CC3)cc1 (stereo not drawn)	-4	15

Random excerpt: two records from the list, in no set order.
SMILES	Pf apPOL inh	mHTT-CaM PPI inh
Cc1ccc(C)c(-c2cc3c(N4CCC(C(=O)NCc5ccccn5)CC4)nccn3n2)c1	0	6
CCCNc1cc(N2CCC(CCC(=O)NCc3cccs3)CC2)ncn1	0	4

(further entries)
SMILES	Pf apPOL inh	mHTT-CaM PPI inh
COCOCCn1cc(CN2CCS(=O)(=O)N(Cc3ccc(-c4ccc(F)nc4)cc3)C(C(C)C)C2=O)nn1 (stereo not drawn)	-4	-8
Cc1ccc(N2C(=O)/C(=C/c3ccc([N+](=O)[O-])cc3)C=C2c2ccccc2)cc1[N+](=O)[O-]	-3	14
COc1ccc(NC(=O)C2CC(=O)N(c3ccc4c(c3)CCN4C(C)=O)C2)c(C)c1 (stereo not drawn)	6	6
CCn1nc(CNC(=O)C2CCCCC2)c2ccccc21	-7	-2
O=C(Nc1ccc(C2(C(=O)NCc3cccnc3)CCCCC2)cc1)C1CC1	1	-4
O=C1c2[nH]nc(-c3ccccc3)c2C(c2ccccc2)N1c1ccccc1 (stereo not drawn)	-9	37
COc1cccc(C2=N/C(=C\c3cccs3)C(=O)O2)c1	2	-6
CCOc1ccc2nc(Cl)c(C3CC(c4ccc(C)cc4)=NN3C(=O)CCC(=O)O)cc2c1 (stereo not drawn)	-4	15
CC(C)Cc1ccc(CN2C(C(C)C)C(=O)N(Cc3cn(CCC4OCCO4)nn3)CCS2(=O)=O)cc1 (stereo not drawn)	-8	8
Cc1cccc(N2CCCC2=Nc2ccccc2C#N)c1	-5	-4
COc1ccc(C2CC(C(F)(F)F)n3nc(C(=O)Nc4ccccn4)cc3N2)cc1 (stereo not drawn)	1	21
CCc1onc(C)c1C1CCCN1C(=O)c1ccnn1C (stereo not drawn)	-2	-7
Cc1ccc(CNC(=O)c2ccc(NC(=O)C3CC3)cc2N2CCCCC2)cc1	1	0
Cc1cccc(N2CC34C=CC(O3)C(C(=O)OCC(C)C)C4C2=O)c1 (stereo not drawn)	-4	3
O=C1OC2(CCCCC2)OC(=O)C1=CNc1ccccc1F	11&0	2&-5
NC(=O)c1nn2c(C(F)(F)F)cc(-c3ccc(Br)cc3)nc2c1Cl	1	9
O=C(CSc1ncccn1)Nc1ccc(Cl)cc1	-1	0
Cc1ccc2nc(N3CCC(C(=O)NC4CCCCCCC4)CC3)[nH]c2c1	-14	-5
O=C(c1ccsc1)N1CCC(Cc2nnc(-c3ccccc3)o2)CC1	-3	9
Cc1cc(-c2nnc(SCC(=O)Nc3ccc(Cl)cn3)o2)c(C)o1	-5	-10
CCc1ccc(NC(=O)C2Oc3ccc(C)cc3NC2=O)cc1 (stereo not drawn)	-5	22
O=C(Nc1ccccc1)N(Cc1ccccc1)Cc1ccccc1	-16	-6
O=C(NCCN1CCN(C(=O)CSc2ccc(F)cc2)CC1)c1ccsc1	-6	-8
O=C(COc1ccccc1)c1ccc(O)c(O)c1O	-3	18
O=C(c1cccs1)N1CCC(O)(c2ccccc2)C(N2CCCC2)C1 (stereo not drawn)	-2	23
O=C(c1ccc(F)cc1)N1CCC(CCOc2ccccc2F)CC1	-3	4
Cc1noc(C2CN(C(=O)c3cnccn3)CC23CCOCC3)n1 (stereo not drawn)	-4	0
CNC(=O)CN(C)S(=O)(=O)c1ccc(Cl)cc1	17	-4
O=C1Nc2ccccc2C1=Cc1sccc1Oc1ccccc1	-3	/
Cc1nc2c(C(=O)N3CCCCC3)cnn2c(C)c1Cc1ccccc1F	-19	8
COCCCNC(=O)N1CCCC(C)(C(=O)NCc2ccccc2C)C1 (stereo not drawn)	-5	4
COc1ccc(CNC(=O)CC2CCN(S(=O)(=O)c3cccs3)CC2)cc1	6	5
COc1ccccc1C(=O)N1CCCC(COc2cccc(C(=O)N3CCCC3)c2)C1 (stereo not drawn)	-3	-5
CC1(C(=O)O)NC(c2cc(Cl)ccc2O)C2C(=O)N(c3ccc(Cl)cc3)C(=O)C21 (stereo not drawn)	-9	4
